KB-V1 cytotox – KB-V1 MDR subline cytotoxicity | KB-V1 MDR cells viability, CellTiter-Glo, 72 h | AID 1347076 | Potency, µM (highest dose often 46.1 µM), for inactives: at the highest dose activity change, negative = cytotoxicity, actives largely listed as cytotoxic | 400,000 compounds, 3.4% hits; note: potency is the fitted concentration of half-maximal effect; % is set by controls: 0 for no effect and ±100 for the full control effect; nearly all actives have a fitted effect of over 60% in size
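Cytotoxicity via CellTiter-Glo luminescence after 72 h compound exposure at 37 degrees C. Cells: drug-selected KB-V1 line, DMEM phenol-red free plus 10% FBS. Compounds tested at multiple concentrations; normalized data fitted to concentration-effect curves.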
HT1080 IDH1KD tx – HT-1080 IDH1 knockdown cell toxicity (counter line); HT-1080 IDH1 knockdown viability, ATP luminescence, 48 h; 360,000 compounds, 2% hits; AID 686971; Potency, µM (doses to about 46.1 µM), for inactives: at the top dose activity, negative = toxicity, usual class: cytotoxic;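 note: potency is the fitted concentration of half-maximal effect; 0% = DMSO wells and -100% = cell-free medium wells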
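Luminescent ATP read-out (CellTiter-Glo, 10 min at room temperature) after 48 h compound exposure at 37 °C gave viability of IDH1-knockdown HT-1080 cells. Activity was normalised to DMSO and cell-free wells, then fitted as concentration-response curves.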
IL-1B inflam inh – blocks inflammasome-driven IL-1 beta release; THP-1 LPS/ATP IL-1B secretion, AlphaLISA, 16 h; hits give low values; activity change, % at 57.5 µM; 360,000 compounds, 4.7% hits; AID 743279; in the data active = activity change below about -50%; inconclusive = mostly about -30% to -49%; note: % is set by controls: 0 for no effect and ±100 for the full control effect
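Secreted IL-1B measured by AlphaLISA bead assay after 16 h compound exposure of THP-1 cells; compounds (final up to 57.5 uM) added 1 h before LPS (250 ng/mL) and ATP (1.25 mM) stimulation; lower signal means less secretion.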
S2 tox – viability counter-screen for ATXN expression inhibitors; S2 cells (HEK-293 line with an ATXN2-luciferase reporter) viability, CellTiter-Fluor protease fluorescence, 24 h; Potency, µM (doses to about 56.7 µM), most hits filed as cytotoxic; AID 651635; 400,000 compounds, 0.49% hits; note: potency is the fitted concentration of half-maximal effect; nearly all actives have a fitted effect of over 40% in size
ATXN2 expr inh – ATXN2 expression inhibition; HEK-293 ATXN2-luciferase reporter, luminescence, 24 h; Potency, µM (doses to about 57 µM), for inactives: at the top dose activity change, negative = inhibition, usual class: inhibitors; 360,000 compounds, 0.72% hits; note: potency is the fitted concentration of half-maximal effect; % is set by controls: 0 for no effect and ±100 for the full control effect; nearly all actives have a fitted effect of over 55% in size
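ATXN2-luciferase reporter cells (luciferase flanked by upstream and downstream ATXN2 gene portions) were treated 24 h at 37 °C with compounds at up to 57 uM. SteadyGlo luminescence gave expression; GF-AFC fluorescence gave viability.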
MCF10A rereplic – induces DNA re-replication in MCF 10a normal breast cells; AID 624296; Potency, µM (series often up to 46.1 µM), for the others: at the top dose activity, positive = re-replication, actives largely listed as activators; MCF 10A DNA re-replication, Hoechst nuclear intensity, 48 h; 350,000 compounds, 2.9% hits; note: potency is the fitted concentration of half-maximal effect; % of control where 0% means no effect; nearly all actives have a fitted effect of over 50% in size
SW480 rerep – inducers of DNA re-replication in SW480 colon cancer cells | SW480 DNA re-replication, Hoechst DNA content imaging, 48 h | Potency, µM (highest dose often 46.1 µM), for the others: at the highest dose re-replication activation, hits mostly activators | 340,000 compounds, 1.8% hits | AID 624297; note: potency is the fitted concentration of half-maximal effect; % of control where 0% means no effect; nearly all actives have a fitted effect of over 55% in size
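Quantitative HTS format with DMSO vehicle controls; 48 hr drug incubation at 37 C, then 40 min Hoechst staining and scanning imager measurement at 405 nm excitation.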
HT1080-NT tox – kills 2HG-producing HT-1080-NT fibrosarcoma cells; HT-1080-NT fibrosarcoma viability, CellTiter-Glo ATP luminescence, 48 h; Potency, µM (series often up to 46.1 µM), for inactives: at the top dose activity, negative = less viability, hits mostly cytotoxic; 360,000 compounds, 1.6% hits; AID 686970;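 note: NT is the 2HG producing partner of a matched IDH1 knockdown line; potency is the fitted concentration of half-maximal effect; 0% = DMSO-treated cells and -100% = media-only wells without cells; nearly all actives have a fitted effect of over 55% in size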
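HT-1080-NT; 750 cells/well; 5% FBS RPMI; 48 h compound, 37 degrees C; CellTiter-Glo luminescence; curve fitting and curve-class assignment.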
KB-3-1 tox – kills parental KB-3-1 adenocarcinoma cells | AID 1347075 | Potency, µM (top dose mostly 46.1 µM), for the others: at the highest dose activity change, negative = cytotoxic, actives largely listed as cytotoxic | 400,000 compounds, 1.4% hits | KB-3-1 viability, CellTiter-Glo ATP luminescence, 72 h; note: potency is the fitted concentration of half-maximal effect; % is set by controls: 0 for no effect and ±100 for the full control effect; nearly all actives have a fitted effect of over 60% in size
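Cytotoxicity in the drug-sensitive parental line KB-3-1 was scored as loss of CellTiter-Glo luminescence following 72 h incubation with compound. Values come from curve fitting of normalized concentration-response data.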
Starred values were filed as active, the others as inactive; i = inactive; u = inconclusive; x = not tested or not shown; [ ] = dose if it differs, or a comment. Unless noted, calls come from the whole dose curve; as a rule, active = well fitted curve in the direction sought with a large enough effect; inconclusive = small, poorly fitted or top-dose-only effect, or another doubt; inactive = no such curve, though single readings can be large; an effect the other way counts as inactive or inconclusive.

Order of values – KB-V1 cytotox | HT1080 IDH1KD tx | IL-1B inflam inh | S2 tox | ATXN2 expr inh | MCF10A rereplic | SW480 rerep | HT1080-NT tox | KB-3-1 tox
> CSc1cnn(Cc2ccccc2)c(=O)c1SCc1ccccc1
→ 0% | -23% | 0 | i | -14% | 20% | u | -2% | -21%
> COc1ccc2cc(CNc3ccc(OC)c(OC)c3)c(=O)n(CC(=O)Nc3ccc(C)cc3)c2c1
→ -20% | x | x | u | 0% | x | x | x | 13%
> CCOC(=O)c1c(C)oc2ccc(N(C(=O)Oc3ccccc3)S(=O)(=O)c3ccccc3)cc12
→ u | x | x | i | 1% | x | x | x | -8%
> O=C(O)c1cccc(NC(=S)NCc2ccccc2)c1
→ 10% | -1% | 12 | i | 1% | 1% | -1% | 1% | -17%
> Cc1cccc(NC(=O)c2nc[nH]c2C(=O)NC[C@H](C)O)c1
→ 14% | -1% | -28 | i | 8% | x | x | 8% | 4%
> Cc1cccnc1NC(=O)C1CCN(S(=O)(=O)c2ccc3ccccc3c2)CC1
→ -7% | 2% | 10 | i | 2% | 8% | 1% | 3% | 2%
> Cc1cccc(OCC(=O)Nc2ccc(N3CCCC3)cc2)c1C
→ 4% | -5% | 2 | i | -14% | -25% | -2% | 1% | -12%
> CC(=O)c1ccc(OCc2cccc(C(F)(F)F)c2)cc1O
→ 0% | 17% | -20 | i | 11% | 1% | u | 12% | 11%
> CCCCCC(=O)N1CC2(CC(c3cccc(NC(=O)CC)c3)=NO2)C[C@H]1C(N)=O (stereo partly drawn)
→ 4% | 13% | 15 | i | 8% | 0% | -34%[inhibitor][9.22 µM] | 13% | 4%
> CC(=O)NC(CCS(C)(=O)=O)C(=O)Nc1nccs1 (stereo not drawn)
→ 0% | 27% | 0 | i | 7% | 4% | 1% | 23% | -3%
> c1ccc(-c2ccc(-c3cnc4n3CCCCC4)cc2)cc1
→ u | u | u | i | 120%[activator] | u | -2% | u | 0%
> CNc1nc(Oc2ccccc2C(=O)OC)nc(SC)n1
→ u | 9% | 45 | i | -5% | 7% | -1% | -3% | 9%
> CCOC(=O)c1ccc(NC(=O)CN2C(=O)NC3(CCCCCC3)C2=O)cc1
→ -4% | u | -18 | i | -11%[11.3 µM] | 10% | -10% | u | 1%
> Cc1ccc2c(c1)c1c(c(=O)n(Cc3ccccc3)c(=O)n1Cc1ccccc1F)n2C
→ 4% | x | x | i | 15% | x | x | x | 1%
> CC(C)NC(=O)N1CCCN(c2nc3ccc(Cl)cc3s2)CC1
→ u | -21% | u | i | -5% | 3% | -9% | u | -27%
> CC(C)CCC(CCN1CCCC1)c1ccc2c(c1)OCO2 (stereo not drawn)
→ -25% | -16% | -70* | i | -29% | 2% | -97%[inhibitor] | -11% | -5%
> CCCc1sc(N/N=C/c2ccccn2)nc1-c1ccc(Br)cc1
→ u | 2.8µM* | 71 | x | 2.8µM* | u | u | 3.5µM* | u
> Cc1nnc2c3ccccc3ccn12
→ 23% | 1% | 0 | i | -9% | -3% | -5% | 5% | 19%
> Fc1ccccc1-c1nc(-c2ccc(-c3nn[nH]n3)cc2)no1
→ 18% | x | x | i | 90%[activator] | 24% | 4% | x | 13%
> c1ccc(-c2nnc3n2NC(c2ccc4c(c2)OCO4)S3)cc1 (stereo not drawn)
→ 10% | u | -14 | i | -9% | -1% | -4% | 1% | -1%
> O=c1nc(NCc2ccco2)sc2ncccc12
→ -2% | 7% | 1 | i | -4% | -1% | 12% | -22% | 0%
> CC(C)c1cccc(C(C)C)c1NC(=S)Nc1cccc(Cl)c1
→ u | 0% | x | x | -28% | u | -51%[inhibitor] | 7% | -12%
> COc1ccccc1-c1nnc(NC(=O)c2ccc3ncsc3c2)o1
→ u | -22% | 0 | i | 11% | 12% | x | -16% | -24%
> CCNC(=O)COC(=O)c1cc(C)nc2ccccc12
→ -3% | 15% | 16 | i | -20% | 3% | 7% | 8% | -11%
> O=C(Nc1cccc(F)c1)/C(=C\c1cccnc1)NC(=O)c1cccs1
→ -12% | 6% | -4 | i | 12% | -1% | -3% | 9% | -29%
> Cc1ccc(C)c(NC(=S)c2ccccn2)c1
→ -8% | -14% | -101* | i | 26% | u | u | -1% | -1%
> COc1ccc(N2CCCC2)c(NC(=O)COc2ccccc2Cl)c1
→ -26% | 0% | 64 | i | -11% | u | -2% | 1% | 1%
> CC12C(=O)N(c3nccs3)C(=O)C1(C)C1CCC2O1 (stereo not drawn)
→ 0% | -15% | -1 | i | -3% | 4% | u | -15% | -3%
> CCC(CC)C(=O)Nc1ccc2nc(SCC(=O)N3CCc4ccccc43)sc2c1
→ -22% | x | x | i | -12% | x | x | x | -3%
> COc1ccc(C(=O)Nc2ccc(S(=O)(=O)N3CCOCC3)cc2)cc1OC
→ -2% | 6% | -16 | i | -18% | -2% | -38%[inhibitor] | 4% | 4%
> CC(=O)c1cccc(CN2CCC(n3nccc3NC(=O)CCc3ccccc3)CC2)c1
→ u | 2% | 2 | i | 3% | -2% | 14% | 1% | 0%
> Cn1cc(C=C2C(=O)CC(C)(C)CC2=O)c2ccccc21
→ -18% | -1% | 9 | i | 5% | -22% | -17% | -13% | 1%
> c1ccc(SC23CCCCN(CCC2)C32OCCO2)cc1 (stereo not drawn)
→ 0% | 5% | 44 | i | 4% | x | x | 13% | 11%
> O=C(Nc1ccon1)C12CC3CC(C1)CC(n1cnc([N+](=O)[O-])n1)(C3)C2
→ u | 11% | 21 | i | x | 8% | 2% | 0% | -1%
> COc1ccccc1N1CCN(Cc2cc(=O)oc3cc(C)cc(C)c23)CC1
→ 13% | 17% | 28 | i | 13% | x | x | 1% | 0%
> CSc1ccc(CNC(=O)C2(C)CCCN2C)cc1 (stereo not drawn)
→ -3% | -1% | -6 | i | 1% | x | x | 4% | 0%
> Cc1ccccc1Nc1nc(N)nc(COC(=O)CC2CC3CCC2C3)n1 (stereo not drawn)
→ -3% | -1% | 0 | i | 12% | 18% | x | -1% | 0%
> C=CCNc1nc(N)c(C(=C(C#N)C#N)c2ccccc2)s1
→ u | -7% | -12 | u | 9% | 16µM* | u | 1% | -4%
> Cc1ccc(C23CC4CC(CC(C(=O)OCC(=O)NC5CCS(=O)(=O)C5)(C4)C2)C3)cc1 (stereo not drawn)
→ -18% | 20% | 17 | i | -6% | -8% | -4% | 16% | 6%
> COCCOC(=O)C1=C(C)Nc2ncnn2C1c1ccco1 (stereo not drawn)
→ -3% | 23% | x | i | 1% | -5% | -58%[inhibitor] | 26% | 5%
> O=C(c1ccccc1)c1ccc2nc(N3CCN(c4ccccc4)CC3)c3nncn3c2c1
→ 5% | x | x | i | 2% | x | x | x | 4%
> Cc1cc(OCC(=O)NC2CC(C)(C)NC(C)(C)C2)c2c(C)c(C)c(=O)oc2c1
→ 0% | 1% | -27 | i | -9% | 0% | -27% | -1% | u
> COc1ccc(C(CNC(=O)c2oc3ccc(C)cc3c2C)N2CCCCC2)cc1 (stereo not drawn)
→ u | -4% | 10 | i | -21% | 0% | -29% | 11% | u
> Cc1ccc(Nc2nc(C)cc(C)n2)c(C(=O)O)c1
→ 2% | x | x | i | 14% | x | x | x | 4%
> Cc1cccc(NC(=O)c2cccc(S(=O)(=O)N3CCc4ccccc4C3)c2)n1
→ 0% | -15% | -13 | i | -7% | 14% | -1% | -9% | -3%
> Cc1cc2nc(-c3ccncc3)cc(C(F)(F)F)n2n1
→ -17% | 1% | 2 | i | 143%[activator] | 2% | -12% | 5% | 27%
> CCOc1ccc(NC(=O)Cn2c(=O)n(-c3cccc(OC)c3)c(=O)c3c4c(sc32)CCCC4)cc1
→ 1% | x | x | i | 7% | x | x | x | 6%
> CCO[C@@H]1OC(C(=O)N2CCN(Cc3ccc4c(c3)OCO4)CC2)=C[C@H](c2cn(C(C)=O)c3ccccc23)[C@H]1CCCO
→ -15% | -16% | u | u | -21% | 3% | -5% | -24% | -4%
> COCCn1c(=NC(=O)/C=C/c2ccccc2Cl)sc2cc(NC(C)=O)ccc21
→ -10% | 10% | 21 | i | -9% | -3% | x | 13% | 27%
> CCc1ccc(Nc2c([N+](=O)[O-])c(=O)oc3ccccc23)cc1
→ -13% | -22% | u | i | -20% | u | 24% | -19% | -16%
> CCOC(=O)c1ccc(NC(=O)c2c(-c3c(F)cccc3Cl)noc2C)cc1
→ -9% | x | x | i | -4% | x | x | x | u
> Cc1ccc(S(=O)(=O)N2CCOCC2)cc1C(=O)Nc1c(C)n(C)n(-c2ccccc2)c1=O
→ 3% | 2% | -2 | i | 4% | 1% | -12% | 3% | 6%
> C=CCN(C(=O)c1csnn1)C(C(=O)NCc1ccc(F)cc1)c1sccc1C (stereo not drawn)
→ u | 15% | 6 | i | -11% | 13% | 0% | -1% | -11%
> Cc1cccc(-c2nc(NCCN(C)C)c3ccccc3n2)c1
→ -22% | -5% | -16 | i | x | x | x | -7% | 2%
> COc1ccc(C(CNC(=O)c2ccc(S(=O)(=O)N3CCCC3)cc2)N(C)C)cc1OC (stereo not drawn)
→ -16% | 7% | 39 | i | -3% | -4% | -13% | 0% | 8%
> CNC(=S)N/N=C/c1c(C)nn(-c2ccc(F)cc2)c1Cl
→ 2% | -19% | -1 | u | -23% | 3% | u | -22% | 14%
> Cc1ccc(CC(=O)Nc2cc([N+](=O)[O-])ccc2F)cc1
→ u | 10% | 0 | i | -2% | 0% | -5% | 8% | 3%
> O=S(=O)(Nc1ccccc1)c1ccc(-c2csnn2)cc1
→ -19% | -25% | u | i | -22% | 0% | u | -15% | -1%
> CC(C)COC(=O)N(C)C[C@H]1OCc2cnnn2CCCC(=O)N([C@H](C)CO)C[C@@H]1C
→ -9% | 0% | 14 | i | 7% | x | x | -3% | -12%
> COc1ccc(OC)c(-c2nnc3n(CCc4ccccc4)c(=O)c4ccccc4n23)c1
→ 0% | x | x | i | 29% | x | x | x | 1%
> CCNC(=O)c1c(NC(=O)c2cc(=O)c3ccc(C)c(C)c3o2)sc2c1CCCC2
→ u | x | x | i | 5% | x | x | x | 16%

From PubChem
